# KOR beta-arrestin-1 – KOR antagonists, beta-arrestin recruitment, cell-based, luminescence, uHTS (AID 1778); Kappa-type opioid receptor (Homo sapiens); KOR beta-arrestin recruitment, luminescence, antagonist mode; higher % means a stronger effect; 290,000 compounds, 0.091% hits; one-dose inhibition, % at 10 µM; IC50 in µM for titrated hits; in the data active = inhibition above about 50%; note: strong numbers were not always called active
# GPR55 LPI antagonism – GPR55 antagonists blocking LPI-driven arrestin recruitment, primary screen, imaging, U2OS, beta-arrestin-GFP, LPI agonist (AID 2013); G-protein coupled receptor 55 (Homo sapiens); U2OS GPR55 beta-arrestin-GFP translocation imaging, LPI antagonism; higher % means a stronger effect; one-dose inhibition, % at 10 µM; IC50 in µM for titrated hits; 290,000 compounds, 0.13% hits;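 active = spots per cell inhibited over 60%, with over 100 cells counted and total cytoplasm intensity under 500,000; inconclusive = wells with under 100 cells, flagged as likely toxic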;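 note: U2OS cells stably carrying GPR55 and arrestin-GFP stimulated by 5 µM LPI near EC80; imaged beta-arrestin-GFP aggregate spots per cell after agonist stimulation; plate controls were LPI-stimulated DMSO wells for no effect and DMSO wells without LPI for full effect; some results filed as inactive read as strong as hits; confirmed hits need IC50 under 10 µM and bright autofluorescent wells are also inconclusive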
# KOR beta-arrestin-2 – KOR agonists, beta-arrestin recruitment, primary screen, cell-based, luminescence, uHTS (AID 1777). Kappa-type opioid receptor (Homo sapiens). KOR beta-arrestin recruitment, luminescence; higher % means a stronger effect. activation, % at 10 µM, or EC50 in µM where a hit was titrated. 280,000 compounds, 0.02% hits; in the data active = activation above about 50%, passing the limit was not always enough; note: a part of the inactive calls stands beside numbers as strong as those of hits
# GPR55 activation – GPR55 agonists via beta-arrestin recruitment, primary screen, imaging, U2OS cells, beta-arrestin-GFP redistribution (AID 1961) | G-protein coupled receptor 55 (Homo sapiens) | U2OS GPR55 beta-arrestin-GFP redistribution imaging; higher % means a stronger effect | activation, % at 10 µM, or EC50 in µM where a hit was titrated | 290,000 compounds, 0.048% hits;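 active = activation above 40% with more than 50 cells counted in the well; inconclusive = wells holding fewer than 50 cells, flagged as toxic or sparse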;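 note: U2OS osteosarcoma cells stably expressing GPR55 and beta-arrestin-GFP; plate controls were DMSO negative control for no effect and LPI positive control for full effect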
# HIV peptide binding – inhibitors of HIV fusion peptide binding, primary screen, biochemical, uHTS, fluorescence dequenching (AID 1986) | cell-free peptide binding, fluorescence dequenching, 30 min; higher % means a stronger effect | inhibition, % at 20 µM, or IC50 in µM where a hit was titrated | 290,000 compounds, 0.3% hits; in the data active = inhibition mostly above about 52%, no sharp cut-off; inactive = mostly below about 76%; note: some results filed as inactive read as strong as hits
# Dengue-2 NS5 capping – Dengue-2 NS5 methyltransferase inhibitors, primary screen, biochemical, confirmation dose response (AID 588689) | Genome polyprotein (Dengue virus type 2 (strain 16681-PDK53)) | Dengue-2 NS5 methyltransferase capping enzyme assay, biochemical; higher % means a stronger effect | inhibition, % at 25 µM; hits with a dose series show IC50 in µM | 340,000 compounds, 0.3% hits; in the data active = a potency from the dose series; inconclusive = inhibition above about 29% without an active follow-up result
# NOD1 inhibition – NOD1 signaling inhibitors, primary screen, cell-based, luminescence, uHTS (AID 1578) | inhibition, % at 4 µM, or EC50 in µM where a hit was titrated | 290,000 compounds, 1% hits | NOD1-driven NF-kB luciferase reporter cells, luminescence; higher % means a stronger effect; in the data active = inhibition mostly above about 36%, no sharp cut-off; inactive = mostly below about 34%;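 note: HEK-293T reporter cells stimulated with the NOD1 agonist gamma-tri-DAP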
# GPR35 arrestin U2OS – GPR35 antagonists blocking zaprinast-driven arrestin recruitment, primary screen, imaging, U2OS, beta-arrestin-GFP, zaprinast agonist (AID 2058) | inhibition, % at 10 µM; hits with a dose series show IC50 in µM | U2OS GPR35 beta-arrestin-GFP translocation imaging, zaprinast antagonism; higher % means a stronger effect | 290,000 compounds, 0.052% hits | G-protein coupled receptor 35 (Homo sapiens);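 active = inhibition of at least 50% with at least 30 cells and total cytoplasm GFP at most 10,000,000; inconclusive = under 30 cells or total GFP of 10,000,000 plus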
# West Nile antiviral – West Nile virus antiviral activity, cell-based, CPE readout (AID 1621). West Nile virus-infected cells, CPE inhibition; higher % means a stronger effect. one-dose CPE inhibition, % at 10 µM; IC50 in µM for titrated hits. 290,000 compounds, 0.02% hits; in the data active = a potency from the dose series; inconclusive = CPE inhibition mostly from about 3.7% at the one dose, without a potency; inactive = the rest, 99 in 100 with CPE inhibition below about 2.2%; note: strong numbers were not always called active
# Dengue-2 NS5 capping pilot replicate – also measured in Dengue-2 NS5 capping; calls as there; inhibition, %; measured here: pilot screen replicate inhibition
# * marks the source's active call; other numbers are inactive results; ? = inconclusive; . = not tested or not shown; [ ] = another dose, or the depositor's remark.
# Sample of the layout:
SMILES,KOR beta-arrestin-1,GPR55 LPI antagonism,KOR beta-arrestin-2,GPR55 activation,HIV peptide binding,Dengue-2 NS5 capping,NOD1 inhibition,GPR35 arrestin U2OS,West Nile antiviral,others
CCn1c(=O)cc(SCC(=O)NCc2ccc(C)cc2)c2ccccc21,-43%,-8%,6.6%,-0.1%,-0.1%,-1%,12%,0%,0.0%,
Cc1cccc(NC(=S)NN2CCN(C)CC2)c1,0%,-3%,-2.3%,-0.1%,-1.3%,-16%,3%,8%,-0.1%,

# The list itself, previewed entries included:
SMILES,KOR beta-arrestin-1,GPR55 LPI antagonism,KOR beta-arrestin-2,GPR55 activation,HIV peptide binding,Dengue-2 NS5 capping,NOD1 inhibition,GPR35 arrestin U2OS,West Nile antiviral,others
CCn1c(=O)cc(SCC(=O)NCc2ccc(C)cc2)c2ccccc21,-43%,-8%,6.6%,-0.1%,-0.1%,-1%,12%,0%,0.0%,
Cc1cccc(NC(=S)NN2CCN(C)CC2)c1,0%,-3%,-2.3%,-0.1%,-1.3%,-16%,3%,8%,-0.1%,
COc1ccc(OC)c(S(=O)(=O)NC(C)(C)C)c1,-20%,-14%,3.9%,0.2%,-0.3%,1%,-1%,5%,-0.4%,
O=C(NCc1ccccn1)Nc1ccc(Br)cc1Cl,-29%,-12%,4.0%,0.4%,-0.6%,-7%,-34%,9%,-0.4%,
CCc1c(C)sc(NC(=O)c2cc(-c3ccco3)on2)c1C#N,-10%,15%,1.2%,-0.1%,-1.2%,7%,-30%,12%,-0.9%,
COC(=O)c1c(C)nsc1NC(=O)Oc1ccccc1,-3%,12%,-4.9%,0.6%,-0.5%,-1%,-11%,-3%,-0.5%,
Cc1nc2ccccc2n1CCOc1ccccc1,-9%[20 µM],30%,2.1%,-0.2%,-3.1%,-5%,10%,12%,-0.9%,Dengue-2 NS5 capping pilot replicate=4.5
Cc1nccn1CCCNC(=O)c1nc(Cn2cc([N+](=O)[O-])cn2)no1,-47%,-6%,0.0%,?,0.4%,-2%,-32%,2%,0.5%,
COC(=O)c1sc(N/N=C/c2ccc(C(C)C)cc2)nc1C,-31%,1%,12%,-0.1%,-3.8%,-13%,-20%,-3%,-1.0%,
CCOc1ccc(/C=C2\SC(=S)N(CCC(=O)N(CCO)c3ccccc3)C2=O)cc1,-8%[20 µM],1%,-8.5%,0.3%,1.5%,4%,17%,10%,11%,
CN1CCN(CCCNC(=O)Nc2ccc([N+](=O)[O-])cc2)CC1,2%,-3%,-5.1%,0.2%,0.0%,-3%,4%,-12%,-0.7%,
O=C(CSc1cn[nH]n1)Nc1cccc(C(=O)O)c1,-12%,2%,-6.7%,0.1%,-0.3%,-7%,-15%,6%,-0.1%,
Cc1ccc(CNC(=O)N[C@@H](Cc2ccccc2)C(=O)O)cc1,-60%,-3%,1.2%,-0.2%,-2.2%,2%,-31%,-6%,-0.8%,
CNC(=S)NC1(C)CCS(=O)(=O)C1 (centres undefined),32%,-1%,-2.4%,0.0%,-1.2%,.,-9%,6%,0.1%,
O=C(c1cc2cc([N+](=O)[O-])ccc2oc1=O)N1CCOCC1,-21%[20 µM],8%,.,-0.1%,0.1%,-5%,-42%,11%,1.6%,
CC(C)(C)Nc1nc(Cl)nc(NCc2ccccc2)n1,16%,4%,-0.3%,-0.1%,-1.2%,0%,-9%,-9%,-0.1%,
CC(C)C(=O)Nc1ccc(NC(=O)c2cccnc2)cn1,8%,-5%,-1.3%,-0.2%,-0.7%,1%,-6%,-2%,-0.1%,
CC(C)CCNC(=O)C1(c2cccs2)CCOCC1,5%,4%,-5.4%,1.4%,-0.1%,-3%,-27%,8%,-0.4%,
O=C(CSc1nnc(-c2ccc(Cl)cc2)n1Cc1ccco1)Nc1ccc2c(c1)OCCO2,-7%,3%,0.1%,-0.3%,-0.3%,0%,7%,-11%,-1.1%,
O=C(CN1CCC(NC(=O)c2ccccc2F)CC1)NCc1ccc(F)cc1,-1%,-1%,-2.1%,0.0%,0.5%,3%,16%,-10%,-0.9%,
Cc1cccc(N2CCN(C(=O)CCNC(=O)Cn3ccc4ccccc4c3=O)CC2)c1C,-3%,1%,-4.6%,-0.1%,-0.5%,-9%,3%,2%,-1.1%,Dengue-2 NS5 capping pilot replicate=2.0
CCn1ncc(C2C(C(=O)Nc3ccc(C)cn3)=C(C)NC3=C2C(=O)CCC3)c1C (centres undefined),-1%,2%,0.4%,-0.3%,-1.8%,-5%,-6%,15%,0.5%,

# Ordered by molar mass (falling): part of the list above.
SMILES,KOR beta-arrestin-1,GPR55 LPI antagonism,KOR beta-arrestin-2,GPR55 activation,HIV peptide binding,Dengue-2 NS5 capping,NOD1 inhibition,GPR35 arrestin U2OS,West Nile antiviral,others
CCn1ncc(C2C(C(=O)Nc3ccc(C)cn3)=C(C)NC3=C2C(=O)CCC3)c1C (centres undefined),-1%,2%,0.4%,-0.3%,-1.8%,-5%,-6%,15%,0.5%,
O=C(CN1CCC(NC(=O)c2ccccc2F)CC1)NCc1ccc(F)cc1,-1%,-1%,-2.1%,0.0%,0.5%,3%,16%,-10%,-0.9%,
Cc1nccn1CCCNC(=O)c1nc(Cn2cc([N+](=O)[O-])cn2)no1,-47%,-6%,0.0%,?,0.4%,-2%,-32%,2%,0.5%,
O=C(NCc1ccccn1)Nc1ccc(Br)cc1Cl,-29%,-12%,4.0%,0.4%,-0.6%,-7%,-34%,9%,-0.4%,
CCc1c(C)sc(NC(=O)c2cc(-c3ccco3)on2)c1C#N,-10%,15%,1.2%,-0.1%,-1.2%,7%,-30%,12%,-0.9%,
CC(C)(C)Nc1nc(Cl)nc(NCc2ccccc2)n1,16%,4%,-0.3%,-0.1%,-1.2%,0%,-9%,-9%,-0.1%,
O=C(CSc1cn[nH]n1)Nc1cccc(C(=O)O)c1,-12%,2%,-6.7%,0.1%,-0.3%,-7%,-15%,6%,-0.1%,
COc1ccc(OC)c(S(=O)(=O)NC(C)(C)C)c1,-20%,-14%,3.9%,0.2%,-0.3%,1%,-1%,5%,-0.4%,
Cc1cccc(NC(=S)NN2CCN(C)CC2)c1,0%,-3%,-2.3%,-0.1%,-1.3%,-16%,3%,8%,-0.1%,

# Assay outcomes from PubChem.

# These rows are one share of the data. The share of hits here may be higher or lower than overall.
